# HIF-2a inh = inhibitors of HIF-2a | 786-0 RCC cells HIF-2a reporter, luciferase luminescence, overnight | inhibition, % at 18.8 µM | hit rate 0.72% among 360,000 | AID 624352;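 active means inhibition of the luminescence signal of 40% or more relative to plate controls, in a single-dose primary screen at 18.75 µM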
# CaV13 FRET inh = Primary screen for inhibitors of IQ motif and Ca2+-dependent inactivation inhibitor domain binding in CACNA1D, Förster resonance energy transfer in living cells, …. HEK cells, CFP/YFP FRET ICDI-IQ, plate reader, 10 min; percent FRET-ratio fall versus neutral wells. inhibition, % at 12.3 µM. hit rate 0.098% among 340,000. AID 743397;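 active means mean replicate inhibition of at least 30% and at least 1% of replicates passing that level; inconclusive means only one of the two criteria is met; inactive means neither criterion is met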;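 further: 0% = median of the neutral control wells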
# Shn3 3UTR inh = inhibitors of Schnurri-3 3'UTR reporter in osteoblasts | Clone20 osteoblast Shn3 3'UTR firefly luciferase, 24 h | inhibition, % at 12.5 µM | hit rate 0.52% among 360,000 | AID 588674;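 active means mean inhibition of at least 75% with every replicate also reaching 75%; inconclusive means mean inhibition at least 75% but some replicate below; inactive means mean inhibition below 75%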;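 further: 0% = median of neutral control wells and 100% = pilot-screen positive control compound; some compounds past the cut are filed as inactive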
# HTR2A ag = agonists of mouse serotonin 5-HT2A receptor (HTR2A); P35363; CHO-K1 mHTR2A beta-arrestin complementation, luminescence; percent of 30 µM serotonin response; hit rate 0.66% among 360,000; activation, % at 7.6 µM;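 active means activation above a run cutoff, the mean activation of all tested compounds plus 3 SD, cut at about 14% in these data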;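 further: 0% = plate median of compound wells and 100% = 30 µM serotonin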
# Peg3 prom inh = reduces Peg3 promoter-driven luciferase expression in HeLa; hit rate 1.7% among 360,000; AID 588405; inhibition, % at 20 µM; HeLa PEG-Prom luciferase reporter, luminescence, overnight;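 active means inhibition of at least 50% at 20 µM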
# PDI turbidity = inhibitors of human protein disulfide isomerase; hit rate 0.052% among 350,000; PDI insulin aggregation turbidity, A650, 90 min; inhibition, % at 10 µM; AID 588391;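 active means mean inhibition across replicates of 30% or more, whatever share of single replicates reach that level; inconclusive means mean inhibition below 30% while every single replicate reaches 30%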;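 further: absorbance from insulin aggregation driven by PDI reduction with DTT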
# Target sequence (P07237 whole entry, looked up): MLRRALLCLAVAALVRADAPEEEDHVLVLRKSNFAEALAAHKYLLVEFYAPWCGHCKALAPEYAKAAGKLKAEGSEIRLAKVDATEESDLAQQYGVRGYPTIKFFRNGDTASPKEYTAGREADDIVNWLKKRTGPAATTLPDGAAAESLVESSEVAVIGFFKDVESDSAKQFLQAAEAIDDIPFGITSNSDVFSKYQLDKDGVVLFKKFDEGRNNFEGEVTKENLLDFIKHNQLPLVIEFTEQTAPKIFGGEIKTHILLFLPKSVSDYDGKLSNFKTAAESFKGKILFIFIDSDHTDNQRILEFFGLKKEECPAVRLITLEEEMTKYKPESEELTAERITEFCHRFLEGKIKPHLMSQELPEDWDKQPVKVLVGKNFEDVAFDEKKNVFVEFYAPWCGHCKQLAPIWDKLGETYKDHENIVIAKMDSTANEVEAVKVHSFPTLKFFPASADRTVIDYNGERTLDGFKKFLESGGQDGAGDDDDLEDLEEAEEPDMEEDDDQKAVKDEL
# Cardio protect = modulators protecting cardiomyocytes from myocardial damage | H9c2 cardiomyocytes, H2O2 injury protection, ATPLite, 2 h | protection from H2O2 cell death, % at 20 µM | hit rate 0.63% among 360,000 | AID 588492;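 active means compounds giving at least 50% protection of heart cells from peroxide-induced death in the single-dose screen, raw or plate-pattern-corrected value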;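 further: 0% = DMSO wells with peroxide and 100% = DMSO wells without peroxide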
# NR2E3 ag-1 = activates human NR2E3 receptor; Q9Y5X4; CHO-S Gal4-NCOR/VP16-NR2E3 two-hybrid, luciferase; inhibition of corepressor binding, % at 3.98 µM; hit rate 0.35% among 360,000; AID 602229;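 active means inhibition above the mean of all tested compounds plus 3 SD, cut at about 70% in these data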;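 further: 0% = DMSO with NR2E3 transfected cells and 100% = cells lacking NR2E3 construct; higher means lower luciferase signal from less NR2E3 corepressor binding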
# Target sequence (Q9Y5X4 whole entry, looked up, the tested form may be a part): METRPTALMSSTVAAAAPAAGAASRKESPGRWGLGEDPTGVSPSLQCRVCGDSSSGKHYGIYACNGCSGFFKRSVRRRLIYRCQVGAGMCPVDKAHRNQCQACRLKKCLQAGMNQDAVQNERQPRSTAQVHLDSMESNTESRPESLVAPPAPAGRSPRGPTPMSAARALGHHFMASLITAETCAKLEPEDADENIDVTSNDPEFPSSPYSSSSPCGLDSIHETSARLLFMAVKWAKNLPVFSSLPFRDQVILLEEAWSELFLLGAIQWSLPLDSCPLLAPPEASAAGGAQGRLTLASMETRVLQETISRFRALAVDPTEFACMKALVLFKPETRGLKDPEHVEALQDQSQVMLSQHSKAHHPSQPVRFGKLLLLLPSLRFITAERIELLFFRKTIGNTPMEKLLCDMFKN
# hiPSC survival = enhancers of human iPSC single-cell survival; hiPSC single-cell survival, ATPlite luminescence; 100% = ROCK inhibitor wells, 0% = DMSO; survival enhancement, % at 20 µM; hit rate 0.044% among 360,000; AID 602274; in the data active means survival enhancement above about 18%;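 further: cells exposed to compounds for 16 hours before the ATP read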
# TRPM1 prom inh = inhibitors of MITF-driven TRPM1 promoter in melanoma cells; SK-MEL-5 TRPM1 promoter luciferase, 24 h; inhibition, % at 12.5 µM; hit rate 0.83% among 330,000; AID 488899;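 active means mean inhibition across replicates of 60% or more, whatever share of single replicates reaches that level; inconclusive means some that reach 60%, reason not given; inactive means mean inhibition across replicates below 60%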; further: values of inactives mirror those of a sister screen read the other way
# NR2E3 ag-2 = activates human photoreceptor nuclear receptor NR2E3; GST-NR2E3/biotin-RetCOR TR-FRET, 1536-well; Q9Y5X4; inhibition of corepressor binding, % at 4.78 µM; hit rate 0.12% among 320,000; AID 2300;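 active means percent inhibition above the cutoff of mean plus 3 SD of all tested compounds, set per screening campaign, cut at about 20% in these data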;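 further: 0% = DMSO wells and 100% = biotin wells as full block of FRET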
#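 Format: 1536-well format; test system: GST-NR2E3 and biotin-RetCOR proteins; read-out basis: percent inhibition of TR-FRET ratio; timing: 5 h incubation at 4 °C; detection: time-resolved FRET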
# An asterisk follows results filed as active; ? = inconclusive; nt = no result given.
SMILES,HIF-2a inh,CaV13 FRET inh,Shn3 3UTR inh,HTR2A ag,Peg3 prom inh,PDI turbidity,Cardio protect,NR2E3 ag-1,hiPSC survival,TRPM1 prom inh,NR2E3 ag-2
COc1ccc2[nH]c(O)c(N=O)c2c1,11,-3,4,-2,-4,18,-1,-3,1.2,2,-1
CN(C)c1ncnc2c1ncn2CCn1cnc2c(N(C)C)ncnc21,8,-20,-46,3,8,4,-4,-23,-2.4,6,nt
O=C1CCCC(O)=C1N=Nc1ccc(S(=O)(=O)N2CCOCC2)cc1,-2,-2,-4,-3,8,2,-4,9,-0.2,16,0
CCc1ccc(NC(=O)CCc2nnc3ccc(N4CCCC4)nn23)cc1,-11,-2,-9,-1,-26,5,2,-6,-0.1,-7,1
O=C(COC(=O)c1ccccc1Sc1ccc(C(F)(F)F)cc1[N+](=O)[O-])NC(=O)NC1CCCC1,21,-7,18,0,21,1,-20,-10,0.1,7,2
CC(NC(=O)Nc1cccc(F)c1)c1ccc2c(c1)OCO2 (stereo not given),-1,-2,15,-1,-1,0,0,-13,0.2,6,1
Cc1ccc(NC(=O)CCc2c(C)nn(-c3ccc(N4CCOCC4)nn3)c2C)cc1,-62,-3,-19,5,-85,5,2,-28,-0.1,-18,0
O=C(/C=N/NC(=O)c1ccccc1Br)c1ccccc1,-94,-7,-51,1,-72,0,4,-10,-0.5,-29,-3
O=C(NC1CCCC1)c1c(O)nc2sccn2c1=O,14,-6,2,-2,7,2,5,5,1.1,-3,-1
NC(=O)c1ccc(-c2ccccc2F)cc1,-63,-5,2,-5,-44,-10,-1,-18,-0.3,-24,9
CCS(=O)(=O)N1Cc2ccccc2CC1C(=O)Nc1nc(C)cs1 (stereo not given),-135,-4,-16,0,-180,2,-2,-67,-2.4,-21,2
COc1ccc(OCC(=O)OC(C)CN2CCCCC2)cc1 (stereo not given),9,-20,17,-1,9,-1,4,5,-0.3,7,-2

# Some of the entries above in another layout:
# Order of values – HIF-2a inh | CaV13 FRET inh | Shn3 3UTR inh | HTR2A ag | Peg3 prom inh | PDI turbidity | Cardio protect | NR2E3 ag-1 | hiPSC survival | TRPM1 prom inh | NR2E3 ag-2
COc1ccc2[nH]c(O)c(N=O)c2c1
→ 11 | -3 | 4 | -2 | -4 | 18 | -1 | -3 | 1.2 | 2 | -1
CN(C)c1ncnc2c1ncn2CCn1cnc2c(N(C)C)ncnc21
→ 8 | -20 | -46 | 3 | 8 | 4 | -4 | -23 | -2.4 | 6 | nt
O=C1CCCC(O)=C1N=Nc1ccc(S(=O)(=O)N2CCOCC2)cc1
→ -2 | -2 | -4 | -3 | 8 | 2 | -4 | 9 | -0.2 | 16 | 0
CCc1ccc(NC(=O)CCc2nnc3ccc(N4CCCC4)nn23)cc1
→ -11 | -2 | -9 | -1 | -26 | 5 | 2 | -6 | -0.1 | -7 | 1
O=C(COC(=O)c1ccccc1Sc1ccc(C(F)(F)F)cc1[N+](=O)[O-])NC(=O)NC1CCCC1
→ 21 | -7 | 18 | 0 | 21 | 1 | -20 | -10 | 0.1 | 7 | 2
CC(NC(=O)Nc1cccc(F)c1)c1ccc2c(c1)OCO2 (stereo not given)
→ -1 | -2 | 15 | -1 | -1 | 0 | 0 | -13 | 0.2 | 6 | 1
Cc1ccc(NC(=O)CCc2c(C)nn(-c3ccc(N4CCOCC4)nn3)c2C)cc1
→ -62 | -3 | -19 | 5 | -85 | 5 | 2 | -28 | -0.1 | -18 | 0
O=C(/C=N/NC(=O)c1ccccc1Br)c1ccccc1
→ -94 | -7 | -51 | 1 | -72 | 0 | 4 | -10 | -0.5 | -29 | -3
O=C(NC1CCCC1)c1c(O)nc2sccn2c1=O
→ 14 | -6 | 2 | -2 | 7 | 2 | 5 | 5 | 1.1 | -3 | -1
NC(=O)c1ccc(-c2ccccc2F)cc1
→ -63 | -5 | 2 | -5 | -44 | -10 | -1 | -18 | -0.3 | -24 | 9

# Next structures:
SMILES,HIF-2a inh,CaV13 FRET inh,Shn3 3UTR inh,HTR2A ag,Peg3 prom inh,PDI turbidity,Cardio protect,NR2E3 ag-1,hiPSC survival,TRPM1 prom inh,NR2E3 ag-2
O=C(CC1C[C@H](C(=O)N2CCOCC2)[C@@]2(CCC3CCCC3)c3[nH]c4ccccc4c3CCN2C1=O)NCCCn1ccnc1 (stereo not given in full),0,-6,-19,-2,2,20,4,-20,0.7,8,nt
CCOC(=O)C1CCCN(C(=O)c2cc(S(=O)(=O)N(C)C)ccc2N2CCCC2)C1 (stereo not given),4,-15,5,-1,-6,8,-4,-1,0.3,-3,1
O=C(NCc1ccccn1)c1ccc2nc(C3CCCCC3)oc2c1,-125,-7,-25,-5,-41,-12,3,-88,-0.5,-22,0
COc1ccccc1Nc1cc(N2CCOCC2)c2nonc2c1[N+](=O)[O-],24,-2,-7,1,31,-78,0,12,4.5,16,3
COc1cc(NS(=O)(=O)c2ccc(NC(=O)COc3cccc(C)c3)cc2)nc(OC)n1,15,-4,2,-9,-11,13,-1,6,-0.4,3,0
CCCOc1ccc(C(=O)NNC(=S)NC(=O)CC)cc1,17,-8,85,-3,25,7,9,-9,-1.2,23,1
Cc1coc(C)c1C(=O)Nc1ccc2ccccc2c1,-309,-11,-91,-1,-312,-2,-5,-115,-0.1,-44,nt
O=c1n2c(c(O)n1C1CCCCC1)C(c1ccccc1)=Nc1ccccc1C2,8,-3,-28,3,16,nt,3,17,2.0,nt,nt
COc1ccc(NC(=O)CSc2n[nH]c(CNc3cccc(C)c3)n2)cc1,-15,-6,4,1,-9,13,-3,11,-0.2,-5,2
COc1ccc(NC(=O)CCCn2c(=S)[nH]c3ccccc3c2=O)cc1,14,-5,10,2,12,-1,10,-43,0.1,-13,2
CC(NC(=O)c1ccco1)C(=O)N1CCN(c2cccc(Cl)c2)CC1 (stereo not given),-2,-3,12,1,-1,-5,-2,12,1.7,-5,1
CS(=O)(=O)N(CC(=O)NC1CC1)C1CCCCC1,9,-3,7,-5,-6,5,2,7,-1.0,3,0
CCc1ccc2cc(C)cnc2n1,4,-11,8,-5,-24,nt,5,-3,-1.4,nt,nt
COc1nnc(-c2ccc(C(=O)N3C[C@@H]4C[C@H](C3)c3cccc(=O)n3C4)cc2)c2ccccc12,1,nt,-2,-5,-12,-1,19,-4,0.4,2,nt
CCOC(=O)C1CCCN(c2ccc(NC(=O)c3snc4c(=O)[nH]cnc34)cc2)C1 (stereo not given),-14,-2,1,0,-20,-2,6,-36,-1.9,-10,-6
CC(C)(C)NC(=O)Cn1nnc(-c2ccc(OCc3c(F)cccc3Cl)cc2)n1,-68,-4,53,0,-24,-5,-5,-3,-0.9,2,3
Cc1ccc(CN2CCN(c3ccccc3)CC2)o1,14,-19,19,-1,22,5,-3,-12,-0.7,-1,0
CCCCSc1nnc([C@H](CC(C)C)NC(=O)OC(C)(C)C)o1,0,-3,18,1,17,2,-3,-2,2.5,-9,1
CCCCCCn1nc(C(=O)Nc2nc3c(s2)CCCC3)c2ccccc2c1=O,-41,-16,14,-1,-25,4,-2,-2,0.8,4,-1
Cc1cccc2cc(C#N)c(N3CCOCC3)nc12,6,-19,4,1,-3,8,4,7,-0.6,-3,7
CCN1CCN(c2c(/C=C3\SC(=S)N(Cc4ccco4)C3=O)c(C)c(C#N)c(=O)n2C)CC1,1,-5,-5,-3,42,2,-1,-23,-0.5,12,-6
CCCn1c(SCC(=O)Nc2ccccc2CC)nnc1C(C)C,3,nt,nt,-4,8,2,0,-2,-0.6,-2,0
CCOC(=O)c1c(C)[nH]c(C)c1C(=O)COC(=O)c1ccc(Cl)c(S(=O)(=O)NCc2ccccc2)c1,11,-4,55,-9,31,6,11,22,-1.4,11,-1
CC(C)Sc1oc(-c2ccco2)nc1S(=O)(=O)c1ccc(F)cc1,20,nt,9,-4,2,0,2,-22,3.2,5,-3
C#CCSc1nc2sc3c(c2c(=O)n1C)CCC3,-4,-20,-15,0,-7,1,-5,-39,-0.6,-17,3
Cc1cccc(NC(=O)c2nc[nH]c2C(=O)N[C@@H](C)CO)c1,-22,-5,-3,-2,-4,-4,15,-37,0.2,nt,nt
CCN(CC)CCNc1nc(C(F)(F)F)nc2c1nnn2Cc1ccccc1,-2,-2,27,-4,10,-1,1,-3,-0.2,1,0
CC1CCN(CCn2c(=S)[nH]c3ccccc3c2=O)CC1,0,-1,0,0,8,-37,10,14,-0.1,13,2
O=C(O)Cc1ccccc1C(=O)O,16,-5,0,-3,14,-1,11,-20,-2.4,-1,2
COc1ccc(Cl)cc1S(=O)(=O)N1CCN(C(=O)COc2ccccc2)CC1,17,-5,-9,-2,13,3,-15,7,-0.7,-4,0
CCC(Sc1ncccc1C(=O)O)C(=O)N1CCOCC1 (stereo not given),1,-4,0,1,4,-6,6,-4,-0.7,-4,2
CS(=O)(=O)N(CC(=O)O)c1cc(C(F)(F)F)ccc1Cl,3,-12,-14,7,0,-5,4,1,4.5,2,0
CCN(CC)CCN1C(=O)C2C(C(=O)Nc3cc(C)cc(C)c3)C3C=CC2(O3)C1C(=O)NC1CCCCC1 (stereo not given),1,-18,-16,-6,-1,-2,4,-10,1.2,-4,1
CC1CN(CCc2ccccc2)C(C)C/C1=N/O (stereo not given),23,-6,-3,-1,2,-2,5,-12,0.0,3,0
COc1ccc(C(C)(O)c2nc(-c3ccc(F)c(Cl)c3)cs2)cc1 (stereo not given),6,-5,1,-7,16,-6,-12,21,4.1,nt,nt
Cc1ccnc(NC(c2ccccn2)c2c(C)[nH]c3ccccc23)c1 (stereo not given),-124,-5,-4,0,-63,7,8,-27,-4.8,4,1
COc1ccc(-c2nc(CN3CCCCC3c3cccnc3)c(C)o2)c(F)c1 (stereo not given),12,1,-19,7,1,2,1,-2,-2.3,10,-3
COc1ccc(/C=N/NC(=O)c2ccccc2[N+](=O)[O-])cc1CN1CCc2cc(OC)c(OC)cc2C1C (stereo not given),15,-5,13,-5,-9,11,17,-8,-0.5,1,1
O=C(OCc1nnc(-c2ccccc2)o1)c1ccc(CO)cc1,-1,-6,-21,3,3,-2,0,21,-0.4,-3,3
CCOC(=O)c1cccc(Nc2nc(C)cc(C)n2)c1,-177,-7,-6,2,-141,3,-3,-23,4.7,-55,0
Cc1nc2sc(-c3ccccc3)cc2c(=O)n1/N=C/N(C)C,-243,3,-97,0,-252,?,2,-94,-0.7,-23,6
